Abeta rescue = restores growth of yeast expressing A-beta42 peptide. yeast expressing A-beta42, growth rescue, OD600, 48 h; response scale: 0% DMSO, 100% iron-clioquinol control. Potency, µM (titrated, usually from 46.1 µM), for inactives: top-dose growth rescue, hits mostly activators. hit rate 0.063% among 410,000; note: potency is the fitted concentration of half-maximal effect; nearly all actives have a fitted effect of over 55% in size
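Yeast growth medium received pinned compounds, then yeast cells expressing toxic A-beta were added; plates incubated at 30 C for 48 hr. Growth read as absorbance at 600 nm, normalized to DMSO and equimolar FeCl3 plus clioquinol controls.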
GLP1R inv ag = acts as inverse agonist at human GLP-1 receptor; HEK293 GLP-1R CRE-luciferase, luminescence, 24 h; GLP-1R form is constitutively active; hit rate 1.6% among 410,000; Potency, µM (series often up to 38.3 µM), for the others: top-dose activity change, negative = inhibition, actives largely listed as inhibitors; note: potency is the fitted concentration of half-maximal effect; % is set by controls: 0 for no effect and ±100 for the full control effect; nearly all actives have a fitted effect of over 55% in size
Target sequence (P43220 whole entry, looked up): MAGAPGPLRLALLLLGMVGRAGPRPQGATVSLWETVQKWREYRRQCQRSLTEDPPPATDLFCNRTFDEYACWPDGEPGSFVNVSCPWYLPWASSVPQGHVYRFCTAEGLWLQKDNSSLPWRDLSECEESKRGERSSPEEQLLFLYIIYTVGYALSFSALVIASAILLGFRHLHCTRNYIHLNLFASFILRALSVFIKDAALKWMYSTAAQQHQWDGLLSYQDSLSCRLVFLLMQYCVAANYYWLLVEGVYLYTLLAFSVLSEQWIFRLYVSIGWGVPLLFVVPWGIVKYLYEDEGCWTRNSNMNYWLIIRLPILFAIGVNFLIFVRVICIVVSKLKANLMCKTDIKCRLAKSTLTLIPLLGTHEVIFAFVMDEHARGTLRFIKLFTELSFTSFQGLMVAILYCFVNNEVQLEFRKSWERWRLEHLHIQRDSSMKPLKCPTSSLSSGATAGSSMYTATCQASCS
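Stable HEK293 clone (constitutively active GLP-1R + cAMP-response luciferase); 200 cells/uL plated, 12 h pre-culture, compound 24 hr, 37 deg C/5% CO2; detection reagent 12 min RT; luminescence.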
aSyn rescue = alpha-synuclein toxicity inhibition in yeast; Yeast expressing alpha-synuclein, growth rescue, BacTiter-Glo, 24 h; Potency, µM (titrated, usually from 46.1 µM), for the others: top-dose growth rescue (activation), hits mostly activators; hit rate 0.14% among 370,000; note: potency is the fitted concentration of half-maximal effect; % of control where 0% means no effect; nearly all actives have a fitted effect of over 65% in size
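Galactose-induced alpha-syn yeast (OD600=0.02, raffinose-pregrown) + pinned cpd, 24 hr, 30 deg C; growth by BacTiter-Glo luminescence. Growth restoration scores as activation.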
FUS yeast rescue = suppressors of FUS proteinopathy in yeast; hit rate 0.24% among 390,000; S. cerevisiae FUS-expressing, growth rescue, OD600, 24 h; Potency, µM (highest dose often 76.6 µM), without a hit: at the highest dose growth rescue (activation), most hits filed as activators;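 note: potency is the fitted concentration of half-maximal effect; plate controls were DMSO vehicle for no effect and reference control for full effect; nearly all actives have a fitted effect of over 55% in size; some results filed as inactive show a strong effect at the top dose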
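Compound concentration series was pinned onto galactose-induced FUS-expressing yeast seeded at OD 0.005. Plates sat 24hr at 30C; absorbance at 600 nm gave growth. DMSO served as background control.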
GLP1R cytotox = cytotoxic in the GLP-1 receptor inverse agonist counter-screen. HEK293 cAMP-luciferase reporter cells, luminescence, 24 h. Potency, µM (titrated, usually from 38.3 µM), for the others: top-dose activity change, negative = inhibition, usual class: inhibitors. hit rate 0.13% among 410,000. AID 624418;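 note: loss of luciferase light is scored as toxicity; potency is the fitted concentration of half-maximal effect; % is set by controls: 0 for no effect and ±100 for the full control effect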
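Luminescence readout: signal drop marks cytotoxicity. Plated cells grew 12 h at 37 °C, 5% CO2, received 23 nL compound for 24 h, then got luciferase reagent, read after 12 min at RT.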
TDP-43 yeast inh = rescues yeast growth from TDP-43 toxicity; hit rate 1.8% among 410,000; Potency, µM (series often up to 46.1 µM), for the others: at the top dose growth rescue (activation), hits mostly activators; TDP-43 expressing yeast growth rescue, BacTiter-Glo, 24 h; note: potency is the fitted concentration of half-maximal effect; % of control where 0% means no effect; nearly all actives have a fitted effect of over 50% in size
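Galactose-induced TDP-43 yeast, OD600=0.02, compound pinned; 24 hr, 30 deg C; BacTiter-Glo luminescence for growth. Inhibitors of TDP-43 toxicity read as activators.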
Mm-Cpn inhibitor = blocks the Methanococcus maripaludis chaperonin Mm-Cpn; hit rate 0.031% among 330,000; AID 504842; purified Mm-Cpn ATPase, ADP Transcreener TR-FRET; Potency, µM (doses to about 76.9 µM), for the others: at the highest dose activity, negative = inhibition, actives largely listed as inhibitors; note: potency is the fitted concentration of half-maximal effect; % is set by controls: 0 for no effect and ±100 for the full control effect; nearly all actives have a fitted effect of over 80% in size
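ATPase read-out: TR-FRET ADP immunoassay (anti-ADP Eu cryptate vs ADP-d2), ex 320 nm, em 590/665 nm; signal drops as ADP forms. Enzyme 25 nM, ATP 10 uM, 30 min at 37°C after 10 min compound preincubation.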
pAkt inh = Akt phosphorylation inhibition | Neuro2A IGF-stimulated pAkt S473 HTRF, 20 min; hits give low values | activity change, % for hits at 50 µM | hit rate 0.32% among 360,000 | AID 651550; in the data active = activity change below about -80%; inconclusive = mostly about -51% to -80%; note: % is set by controls: 0 for no effect and ±100 for the full control effect
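Neuro2A cells (4,500/well, DMEM with 0.5% FBS) were treated with compound at a single 50 µM final concentration, stimulated with 6 nM IGF for 20 min at 37 °C, and lysed. Phospho-Akt Ser473 was read by HTRF as 665/615 ratio ×10^4.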
PTHR1 ag = agonists of human PTHR1 parathyroid hormone receptor; Q03431; HEK293 GP2 PTHR1 cells, GloSensor cAMP luminescence, 1 h; Potency, µM (doses to about 115 µM), without a hit: at the top dose activation, actives largely listed as activators; hit rate 0.075% among 410,000; AID 743266; note: potency is the fitted concentration of half-maximal effect; nearly all actives have a fitted effect of over 55% in size; some results filed as inactive show a strong effect at the top dose; inactives centre near -15; many of its hits are not listed in these tables
Target sequence (Q03431 whole entry, looked up): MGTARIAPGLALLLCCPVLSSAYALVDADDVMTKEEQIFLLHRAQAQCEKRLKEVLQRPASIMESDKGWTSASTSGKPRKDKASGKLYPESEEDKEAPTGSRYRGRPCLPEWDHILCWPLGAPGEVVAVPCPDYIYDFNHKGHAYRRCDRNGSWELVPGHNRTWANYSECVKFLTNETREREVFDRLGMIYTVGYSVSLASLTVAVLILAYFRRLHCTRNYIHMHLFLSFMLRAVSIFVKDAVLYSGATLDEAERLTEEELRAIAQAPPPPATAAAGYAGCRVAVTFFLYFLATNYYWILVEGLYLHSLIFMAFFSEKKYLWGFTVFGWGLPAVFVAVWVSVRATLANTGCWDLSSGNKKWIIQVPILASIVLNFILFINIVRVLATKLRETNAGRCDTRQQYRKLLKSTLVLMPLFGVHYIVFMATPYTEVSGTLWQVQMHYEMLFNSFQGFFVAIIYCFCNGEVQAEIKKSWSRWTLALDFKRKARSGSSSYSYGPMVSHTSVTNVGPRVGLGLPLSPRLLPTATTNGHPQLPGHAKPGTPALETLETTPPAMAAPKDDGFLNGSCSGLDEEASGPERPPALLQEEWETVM
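HEK-293-derived GP2 cells expressing PTHR1 and a GloSensor cAMP reporter, 3,000/well, plated overnight, given luciferin plus IBMX (each 0.5 mM as added) for 1 h at 37 °C, then compound for 1 h at 37 °C. Luminescence was read after 15 min at room temperature.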
* hit, by the source's call; i = inactive; u = inconclusive; x = no result given; [ ] = another dose, or the depositor's remark. Unless noted, calls come from the whole dose curve; as a rule, active = well fitted curve in the direction sought with a large enough effect; inconclusive = small, poorly fitted or top-dose-only effect, or another doubt; inactive = no such curve, though single readings can be large; an effect the other way counts as inactive or inconclusive. Only part of the results is shown (hit frequency here may not be typical).

1) CCOC(=O)N1CCN(C(=O)CSCc2ccc(Br)cc2)CC1
2) CCC(C)N(C(=O)Cn1c(=O)cnc2ccccc21)C1CCS(=O)(=O)C1 (stereo not given)
3) COc1ccc(S(=O)(=O)N2CCOCC2)cc1NC(=O)c1cc(C)oc1C
4) COc1cccc(C2CC(c3cccs3)=NN2S(C)(=O)=O)c1 (stereo not given)
5) CC(C)NC(=O)NNC(=O)c1nn(-c2ccc(F)cc2)ccc1=O
6) O=S(=O)(Nc1ccc(-c2ccc3nncn3n2)cc1)c1ccc(Cl)s1

entry no.	1	2	3	4	5	6
Abeta rescue	-8%	2%	7%	-4%	8%	5%
GLP1R inv ag	u	-12%	16%	-17%	15%	62%[activator]
aSyn rescue	13%	-2%	2%	0%	3%	4%
FUS yeast rescue	6%	0%	17%	-7%	-18%	5%
GLP1R cytotox	-2%	-4%	1%	-3%	8%	18%
TDP-43 yeast inh	-19%[9.22 µM]	6%	2%	0%	15%	23%
Mm-Cpn inhibitor	2%	1%	-1%	1%	-2%	-3%
pAkt inh	i	i	i	i	i	i
PTHR1 ag	-38%[inhibitor]	i	-52%[inhibitor]	-8%	i	i

7) CC(C)Oc1cc(NC(=O)CS(=O)CC(=O)Nc2cccc(C(F)(F)F)c2)c(Cl)cc1Cl (stereo not given)
8) COc1ccccc1C(=O)Nc1c2c(nn1-c1cccc(C)c1C)CS(=O)(=O)C2
9) CCOC(=O)c1ccc(NC(=O)CN2C(=O)CCC2=O)cc1
10) O=C(COC(=O)c1ccccc1NCCO)Nc1ccc(S(=O)(=O)NC2=NCCCCC2)cc1
11) Cc1nnc(SCC(=O)Nc2ccccc2)n(N)c1=O
12) CCOC(=O)C1CCCN(C(=O)C2CCN(C(=O)Nc3ccccc3)CC2)C1 (stereo not given)

entry no.	7	8	9	10	11	12
Abeta rescue	-1%	9%	6%	1%	-9%	4%
GLP1R inv ag	-1%	164%[activator]	1%	0%	6%	8%
aSyn rescue	2%	-6%	0%	-4%	-2%	-2%
FUS yeast rescue	19%	13%	-13%	x	11%	8%
GLP1R cytotox	u	6%	-2%	22%	-9%	3%
TDP-43 yeast inh	-13%	-16%	19%	20%	-13%	10%
Mm-Cpn inhibitor	-1%	u	-1%	x	4%	0%
pAkt inh	i	i	i	i	i	i
PTHR1 ag	-22%	i	i	-13%	-17%	i

13) CCN(c1ccccc1)S(=O)(=O)c1ccc(OC)c(NC(=O)CNCC(C)O)c1 (stereo not given)
14) Cc1ccc(S(=O)(=O)Cc2ccc(C(=O)N3CCCCCC3)o2)cc1
15) CCCCN(C(C)=O)c1c(CC)nc2ccc(C(=O)Nc3cccc(OCC(=O)N(C)C)c3)cn12
16) COc1ccccc1S(=O)(=O)N1CCn2cccc2C1C (stereo not given)
17) CS(=O)(=O)c1ccc(Cl)c(NC(=O)CSc2nc3ccccc3c(=O)n2Cc2ccco2)c1
18) COc1ccccc1C(=O)NCCC(=O)Nc1ncccc1O

entry no.	13	14	15	16	17	18
Abeta rescue	-10%	-14%	-19%	12%	u	-8%
GLP1R inv ag	-8%	-20%	13%	3%	13%	2%
aSyn rescue	8%	-2%	-10%	5%	0%	1%
FUS yeast rescue	x	-7%	2%	25%	-6%	14%
GLP1R cytotox	13%	0%	-1%	-2%	7%	3%
TDP-43 yeast inh	-11%	2%	9%	19%	7%	6%
Mm-Cpn inhibitor	-17%	1%	x	-1%	1%	2%
pAkt inh	i	i	i	i	i	i
PTHR1 ag	-5%	-42%[inhibitor]	-8%	i	i	i

19) CC(=O)Nc1ccc(OCC(O)Cn2c3ccccc3c3ccccc32)c(C)c1 (stereo not given)
20) CC(C)c1nnc(NC(=O)CS(=O)(=O)c2ccccc2)s1
21) O=C(Nc1cccc(Cl)c1)N1CCN(c2ncccn2)CC1
22) COc1ccc(NC(=O)CN(C)C(=O)c2cc(-c3ccc(C)o3)nc3ccccc23)cc1
23) CC(=O)N(C(C)=O)c1nc(-c2ccccc2)cn1/N=C/c1ccccc1
24) Cc1ccccc1N1C(=O)C(Oc2ccc(Cl)cc2)C1CNC(C)(C)C (stereo not given)

entry no.	19	20	21	22	23	24
Abeta rescue	8%	-12%	-5%	-9%	10%	5%
GLP1R inv ag	0%	13%	58%[activator]	u	7.9µM*	u
aSyn rescue	1%	u	-4%	-13%	-9%	-12%
FUS yeast rescue	12%	29%	-5%	27%	-11%	x
GLP1R cytotox	-28%	-3%	24%	8%	u	u
TDP-43 yeast inh	-21%	-23%	12%	-1%	u	7%
Mm-Cpn inhibitor	u	1%	-5%	-2%	0%	-1%
pAkt inh	x	i	i	i	i	i
PTHR1 ag	i	i	-11%[57.5 µM]	-14%	-20%	i

25) O=C(c1ccccc1[N+](=O)[O-])N1CCN(Cc2ccc3c(c2)OCO3)CC1
26) COCCOC(=O)C1=C(C)NC(=O)NC1c1ccc(-c2cc(Cl)ccc2Cl)o1 (stereo not given)
27) O=C(c1ccc(F)cc1)n1cc(C(=S)N2CCOCC2)c2ccccc21
28) Cc1ccc2c(c1)COc1c3ccc(C(=O)NCC4CC4)cc3nn1-2
29) COc1cc(OC)c(NC(=O)C(CC(C)C)N2Cc3ccccc3C2=O)cc1Cl (stereo not given)
30) O/N=C1\CC/C(=N\O)c2nn(-c3ccc(Cl)cc3Cl)nc21

entry no.	25	26	27	28	29	30
Abeta rescue	21%	4%	-3%	-8%	8%	0%
GLP1R inv ag	4%	u	-6%	14%	-11%	0%
aSyn rescue	3%	17%	-12%	21%	x	-8%
FUS yeast rescue	x	11%	11%	-4%	u	-6%
GLP1R cytotox	-14%	-19%	-14%	17%	-6%	-30%
TDP-43 yeast inh	16%	-13%	u	9%	2%	-11%
Mm-Cpn inhibitor	1%	-3%	-7%	-1%	x	4%
pAkt inh	i	i	i	i	x	i
PTHR1 ag	-12%	-31%	0%	-54%[inhibitor]	-48%[inhibitor]	-17%

Part of the list above, limited to GLP1R inv ag and Abeta rescue:
cpd | canonical_smiles | GLP1R inv ag | Abeta rescue
11 | Cc1nnc(SCC(=O)Nc2ccccc2)n(N)c1=O | 6% | -9%
5 | CC(C)NC(=O)NNC(=O)c1nn(-c2ccc(F)cc2)ccc1=O | 15% | 8%

The results go on:
31) CC1CCN(c2ccc(S(=O)(=O)NC3=NCCCCC3)cc2[N+](=O)[O-])CC1
32) COc1ccc(NC(=O)C2C(=O)NC3(C)CC2c2ccccc2O3)cc1 (stereo not given)
33) COc1ccccc1OC(=O)c1ccc(S(=O)(=O)N(C)C)cc1
34) Cc1ccccc1NC(=O)c1sc2nc3n(c(=O)c2c1C)N=C(c1ccccc1)CS3
35) O=C(O)c1cccc(Cn2c(Cl)c(/C=N/NC(=O)c3cccc(O)c3)sc2=O)c1
36) COc1ccc(CCNC(=O)CCc2c(C)nc3cc(-c4cccc(F)c4)nn3c2C)cc1OC

entry no.	31	32	33	34	35	36
Abeta rescue	4%	17%	16%	-12%	-7%	0%
GLP1R inv ag	-11%	1%	9%	9%	-6%	-3%
aSyn rescue	-4%	1%	7%	x	1%	x
FUS yeast rescue	20%	-7%	11%	16%	3%	-12%
GLP1R cytotox	4%	20%	3%	10%	19%	8%
TDP-43 yeast inh	10%[9.22 µM]	-3%	28%	-16%	-14%	-14%
Mm-Cpn inhibitor	0%	0%	1%	x	0%	x
pAkt inh	i	i	i	x	i	x
PTHR1 ag	-21%	-13%[57.5 µM]	-24%[57.5 µM]	i	i	-14%

37) COc1cccc(NC(=O)CN2C(=O)CSc3nc(C)cc(C)c32)c1
38) Cc1nn(C(C)C(=O)NCCN2CCCC2)c(=O)c2c1sc1ccccc12 (stereo not given)
39) COc1cc2c(cc1NC(=O)c1cc(-c3ccncc3)nc3ccc(C)cc13)oc1ccccc12
40) CCC(C)(C)n1nnnc1C(c1ccc2ncccc2c1)N1CCCCCC1 (stereo not given)
41) Cc1ccc(NC(=O)COC(=O)[C@@H]2CC(O)CN2S(=O)(=O)c2ccc3c(c2)OCCO3)cc1 (stereo not given in full)
42) Cc1ccc(Cl)cc1N1CCN(S(=O)(=O)c2ccc3c(c2)CCCN3C(=O)C2CCC2)CC1

entry no.	37	38	39	40	41	42
Abeta rescue	-12%	1%	-5%	13%	-2%	-15%
GLP1R inv ag	9%	-2%	8%	6%	20%	12%
aSyn rescue	2%	-7%	1%	10%	-4%	x
FUS yeast rescue	-5%	22%	34%	4%	x	-8%
GLP1R cytotox	-12%	3%	-9%	-14%	-3%	2%
TDP-43 yeast inh	16%	6%	-6%	9%	19%	0%
Mm-Cpn inhibitor	-2%	-2%	2%	2%	-1%	x
pAkt inh	i	i	i	i	i	x
PTHR1 ag	-21%	-35%[inhibitor]	i	i	i	10%

43) COC(=O)c1ccc2c(c1)NC(=O)c1ccccc1S2
44) CC(=O)Nc1ccc(NC(=O)C(C)OC(=O)CSc2ccc(Br)cc2C)cc1 (stereo not given)
45) O=[N+]([O-])c1cnc(N2CCCCC2)c([N+](=O)[O-])c1
46) O=C(c1cccs1)N1CCN(c2ncc(C(F)(F)F)cc2Cl)CC1

entry no.	43	44	45	46
Abeta rescue	-7%	-6%	-4%	-28%
GLP1R inv ag	9%	13%	6%	u
aSyn rescue	7%	-5%	13%	3%
FUS yeast rescue	15%	1%	x	x
GLP1R cytotox	-13%	2%	-23%	0%
TDP-43 yeast inh	16%	-19%	19%	0%
Mm-Cpn inhibitor	-1%	1%	0%	3%
pAkt inh	i	i	i	i
PTHR1 ag	-10%	-14%	i	-42%[inhibitor]

Screening data as filed in PubChem.
